pCIP destab – p/CIP-EGFP fusion destabilizers, primary screen, fluorescence, F442A cells | 16 h | decrease of EGFP signal, % at 10 µM | 0.01% of 290,000 active | AID 1984, 2009;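 active = EGFP signal decrease of at least 30% at 10 µM or well 3 SD below plate mean, unless failing retest; inactive = the rest, including hits failing retest or dose response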; also: some compounds called inactive have numbers as strong as hits; many of its hits are not listed in these tables
Target sequence (Q05BA5 1-1403): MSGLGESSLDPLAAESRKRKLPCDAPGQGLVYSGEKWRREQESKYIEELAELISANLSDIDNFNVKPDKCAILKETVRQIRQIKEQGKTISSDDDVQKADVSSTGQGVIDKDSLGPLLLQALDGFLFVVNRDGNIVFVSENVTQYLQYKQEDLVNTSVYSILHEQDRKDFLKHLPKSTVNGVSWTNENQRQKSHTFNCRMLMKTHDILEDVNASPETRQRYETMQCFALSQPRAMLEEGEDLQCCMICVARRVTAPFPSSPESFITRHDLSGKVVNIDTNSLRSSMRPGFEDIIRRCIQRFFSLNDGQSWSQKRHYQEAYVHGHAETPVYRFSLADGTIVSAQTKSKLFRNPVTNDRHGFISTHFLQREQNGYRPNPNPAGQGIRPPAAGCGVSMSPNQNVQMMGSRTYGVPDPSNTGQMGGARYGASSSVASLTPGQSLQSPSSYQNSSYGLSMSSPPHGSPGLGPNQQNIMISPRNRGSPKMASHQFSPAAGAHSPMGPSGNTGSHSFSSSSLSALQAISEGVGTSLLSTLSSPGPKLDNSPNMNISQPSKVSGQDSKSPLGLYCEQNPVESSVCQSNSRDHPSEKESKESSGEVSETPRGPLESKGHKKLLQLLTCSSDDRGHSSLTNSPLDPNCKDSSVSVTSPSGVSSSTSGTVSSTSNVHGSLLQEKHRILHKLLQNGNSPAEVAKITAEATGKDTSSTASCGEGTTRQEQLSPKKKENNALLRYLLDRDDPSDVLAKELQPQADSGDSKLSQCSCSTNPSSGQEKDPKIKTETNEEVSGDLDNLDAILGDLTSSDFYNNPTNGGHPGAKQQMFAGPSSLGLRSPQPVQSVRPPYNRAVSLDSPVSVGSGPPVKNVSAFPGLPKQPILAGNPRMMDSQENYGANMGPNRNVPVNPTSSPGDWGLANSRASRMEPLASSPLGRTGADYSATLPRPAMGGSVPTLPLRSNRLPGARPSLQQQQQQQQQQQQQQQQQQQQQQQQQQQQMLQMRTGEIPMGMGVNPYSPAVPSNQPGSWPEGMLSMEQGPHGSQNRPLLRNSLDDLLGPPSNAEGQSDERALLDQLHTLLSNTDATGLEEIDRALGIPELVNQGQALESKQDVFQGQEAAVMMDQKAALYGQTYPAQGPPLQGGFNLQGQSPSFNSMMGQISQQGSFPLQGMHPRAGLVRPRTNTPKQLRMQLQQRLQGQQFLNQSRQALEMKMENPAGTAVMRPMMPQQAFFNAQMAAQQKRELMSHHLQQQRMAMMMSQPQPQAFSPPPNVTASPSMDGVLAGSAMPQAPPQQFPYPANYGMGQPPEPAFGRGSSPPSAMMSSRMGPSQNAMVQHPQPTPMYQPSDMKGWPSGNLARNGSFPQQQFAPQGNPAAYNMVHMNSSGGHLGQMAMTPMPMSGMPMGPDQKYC
CRFR2-BP ag – agonists of CRF-BP/CRF-R2 complex, primary screen, cell-based, HEK293, calcium dye fluorescence, uHTS; CRF-binding protein / CRF receptor 2 complex (human); calcium dye fluorescence (FLIPR); percent of saturating CRF peptide response; activation, % at 13.2 µM; 0.46% of 350,000 active; AID 588473, 2011;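 active = activation of at least 50%, plus an integration ratio under a set limit after plate pattern correction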;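 also: plate controls were neutral control wells without compound for no effect and CRF at EC100 for full effect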
GalR3 antagonist – GalR3 antagonists in HEK293 cells, primary screen, cell-based, fluorescence readout | HEK293 GalR3-CNG cAMP membrane potential fluorescence; galR3 body fused to GalR1 C-terminus | 0.44% of 360,000 active | inhibition, % at 3 µM | Galanin receptor type 3 (Homo sapiens), O60755;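 active = inhibition above the screen-wide average plus 3 SD, cut at about 13% in these data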;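 also: forskolin and galanin both at EC90 stimulate the cells; cAMP rise reported by CNG channel membrane potential dye signal; 0% = forskolin plus galanin with DMSO and 100% = forskolin alone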
CRFR2-BP antag – antagonists of CRF-BP/CRF-R2 complex, primary screen, cell-based, HEK293, calcium dye fluorescence, uHTS; inhibition, % at 11.8 µM; 0.59% of 350,000 active; CRF-induced calcium fluorescence;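 active = inhibition of the ligand-induced calcium signal above about 50% at the single tested concentration, limit read from the data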
IDE cell activ – human IDE activators in live cells, primary screen, fluorescence polarization, HEK cells, FAbeta-B substrate | AID 493087, 2011 | Insulin-degrading enzyme (Homo sapiens), P14735 | 0.073% of 340,000 active | FAbeta-B cleavage; 0% vehicle, 100% cell-free pure enzyme wells | activation, % at 5.96 µM;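 active = activation above the mean of all tested compounds plus 3 SD, set per screening campaign, cut at about 17% in these data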
MEKK3 PB1 HTS – modulators of MEKK3-MEK5 PB1 binding, primary screen, biochemical, wildtype MEKK3, multiplex bead flow cytometry, Alexa488-MEK5. Mitogen-activated protein kinase kinase kinase 3 (Homo sapiens), Q99759. 1.4% of 290,000 active. binding response (% of control), % at 10 µM. AID 1529, 2009. bead-based flow cytometry, Alexa488-MEK5 binding to MEKK3; actives lie on both sides; 0 = blocked by unlabeled MEK5, 100 = vehicle;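 active = binding response more than 3 SD above or below the average of its plate-row segment, actives on both sides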;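 also: Alexa488 bead fluorescence after subtracting the streptavidin-only scavenger bead signal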
PHOSPHO1 block – PubChem AID 1565; recombinant PHOSPHO1, absorbance phosphatase assay; inhibition, % at 13.3 µM; 1.1% of 290,000 active; in the data active = inhibition above about 60%
M4 PAM – human M4 muscarinic receptor positive allosteric modulators, primary screen, CHO-K1 cells, Fluo-8 calcium fluorescence. Muscarinic acetylcholine receptor M4 (Homo sapiens), P08173. CHO-K1 hM4/Gqi5, ACh EC20; 0% = ACh EC20, 100% = maximal ACh. activation, % at 3 µM. 0.4% of 360,000 active. AID 624126, 2012;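 active = activation above its plate's cutoff, the mean activation of sample wells plus 3 SD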; also: some results filed as inactive read as strong as hits
IDE cell inh – human IDE inhibitors in live cells, primary screen, fluorescence polarization, HEK cells, FAbetaB substrate; FAbetaB cleavage; inhibition, % at 5.59 µM; 0.41% of 320,000 active; AID 434962, 2010;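 active = percent inhibition above the average of all tested compounds plus 3 SD, set per screening campaign, cut at about 16% in these data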;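 also: IDE supplied by intact live HEK cells; FP after avidin binding of uncleaved biotin substrate so inhibition keeps polarization high; 0% = DMSO wells and 100% = 60 µM reference IDE inhibitor Ii1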
Starred values were filed as active, the others as inactive; . = no result given.

smiles | CRFR2-BP antag | IDE cell activ | CRFR2-BP ag | GalR3 antagonist | M4 PAM | pCIP destab | IDE cell inh | MEKK3 PB1 HTS | PHOSPHO1 block
CCN1CCN(C(=O)CCS(=O)(=O)c2cc3c(cc2Cl)NC(=O)CO3)CC1 | -4 | 4 | 0.7 | 0 | 9 | -5 | -1 | 102 | -40
O=C(CSCCO)Nc1cccc2ccccc12 | -2 | 3 | -1.2 | -2 | 19 | -4 | -3 | 108 | -12
CCOC(=O)COc1ccc(C(c2c(C)[nH][nH]c2=O)c2c(C)[nH][nH]c2=O)cc1 | 8 | 7 | -0.6 | -8 | -2 | -7 | 4 | 107 | 45
CCN1CCc2[nH]c3ccccc3c2C1 | 10 | -2 | 1.9 | -6 | -6 | -5 | -3 | 106 | 29
COc1ccc(/C(N)=N/OC(=O)Oc2ccccc2)cc1OC | -11 | 2 | 0.6 | -1 | 6 | 13 | 2 | 125 | -7
O=C(CSCc1ccc(F)cc1)Nc1ccccc1C(=O)N1CCOCC1 | 14 | 5 | -3.2 | 1 | 1 | -17 | -1 | 105 | -14
Cc1cccc(-n2nc3c(c2NC(=O)C2CC2)CS(=O)(=O)C3)c1C | -20 | 5 | 0.1 | 0 | 3 | 2 | -2 | 96 | 31
CCN1CCN(c2cc(C)c3cc(NC(=O)c4cccc(OC)c4)ccc3n2)CC1 | 2 | -6 | -1.3 | -5 | -9 | 1 | -2 | 104 | 3
Cc1nc2ccc(N)cc2s1 | -6 | -3 | 0.3 | 4 | -1 | 4 | 2 | 109 | 15
CCOC(=O)c1c(NC(C)=O)sc2c(OC)cccc12 | 22 | -1 | -0.3 | -4 | 2 | 0 | -1 | 98 | 32
O=C1OCCN1C(=O)[C@H]1[C@H](c2ccccc2)C(c2cccc(Cl)c2)=NN1c1ccc(Br)cc1 | 2 | 6 | 1.6 | -5 | 10 | . | . | . | .
CN1C(=O)C(CC(=O)Nc2ccc(F)cc2)N(NC(=O)c2cccc(F)c2)C1=S (stereo unspecified) | 1 | -2 | -0.7 | -4 | -18 | -12 | 0 | 74 | 6
CCN(c1cccc(C)c1)S(=O)(=O)c1ccc(OC)c([N+](=O)[O-])c1 | 15 | 0 | -0.8 | 0 | -18 | 0 | -8 | 100 | 2
C=CCn1c(SCc2c(Cl)cccc2Cl)nnc1-c1cccnc1 | -19 | -6 | -1.2 | -5 | 24 | -1 | -3 | 105 | 0
CC(Oc1ccc(Cl)cc1Cl)C(=O)NNC(=O)C(=O)N1CCCCC1 (stereo unspecified) | 10 | 2 | 0.6 | -1 | 0 | 3 | 1 | 100 | 6
Cc1ccc(S(=O)(=O)Nc2cccc3c2O[C@H](CN(C)Cc2ccccc2)[C@@H](C)CN([C@H](C)CO)C3=O)cc1 | 4 | 0 | 0.0 | -5 | 2 | . | 6 | . | .
O=C(Nc1ccccc1N1CCCCC1)c1cccc(Cl)c1 | -16 | -2 | 1.7 | -10 | -5 | -3 | 1 | 102 | .
Cn1c(CN2CCCC2)nc2cc(NC(=O)c3cccs3)ccc21 | -7 | 4 | -0.4 | -5 | 2 | -18 | 3 | 89 | -15
NS(=O)(=O)c1ccc(Nc2c([N+](=O)[O-])cncc2[N+](=O)[O-])cc1 | -3 | 4 | -0.6 | -8 | -8 | -8 | 4 | 98 | 18
COc1cccc(CN(C(=O)c2cccs2)C2CCS(=O)(=O)C2)c1 (stereo unspecified) | -10 | -4 | -0.2 | -5 | 9 | -6 | 0 | 95 | 27
COC1OC2COC(c3ccccc3)OC2C(OC(=O)c2ccccc2)C1OC(=O)c1ccccc1 (stereo unspecified) | 11 | 6 | 2.3 | -9 | 2 | . | . | . | .
COc1cccc(OC)c1NC(=O)C1CCCN1C(=O)Nc1cccc(Cl)c1 (stereo unspecified) | -3 | -1 | -0.5 | -8 | -1 | 9 | 5 | 106 | 17
CCCCN(C)CCCNC(=O)c1ccc2c(c1)NC(=O)C(N1CCOCC1)S2 (stereo unspecified) | -12 | -2 | -0.8 | -2 | 5 | -6 | 3 | 107 | -5
COc1ccccc1N1CCN(Cc2cccs2)CC1 | 14 | 5 | -2.8 | 0 | 5 | -14 | -2 | 80 | 17
Cc1cccc(C)c1N1C(=O)C(Cl)=C(N2CCCC2)C1=O | -4 | 4 | 2.6 | -7 | 3 | 3 | 1 | 107 | 44
COc1cccc(CN2CCNC(=O)C2CC(=O)N(C)CC2CCOCC2)c1 (stereo unspecified) | 8 | 0 | -0.6 | -2 | 4 | -30 | 3 | 97 | 27
COC(=O)C1=C(C)N(Cc2ccccc2)C(=NCc2cccc(Cl)c2)N[C@H]1c1cccc(F)c1 | -30 | 18* | 3.1 | . | -2 | . | 3 | . | .
O=C(c1ncc[nH]1)c1ccccc1Cl | 1 | -1 | 0.6 | -9 | 1 | 0 | -3 | 101 | 42
Cn1c(=O)c(C(=O)Nc2ccccn2)c(O)c2ccccc21 | -32 | -1 | 4.0 | -3 | -6 | -1 | -3 | 98 | -6
O=c1cc(CSc2nnnn2-c2ccccc2)nc2sccn12 | -8 | -6 | 0.7 | -2 | -2 | -11 | 4 | 101 | 27
Cc1occc1C(=O)Nc1cccc(C(=O)NCc2ccccc2)c1 | 3 | 8 | -0.6 | -1 | 2 | -4 | 2 | 100 | 0
COc1cccc(-c2nn(-c3ccccc3)cc2/C=C\C(=O)c2cccs2)c1 | -10 | 3 | 2.5 | -4 | 2 | -20 | 1 | 108 | 12
Oc1ccc(-c2cccc(-c3ccc(O)cc3)n2)cc1 | 8 | 4 | -0.5 | -1 | 8 | -10 | -4 | 101 | 27
CCC(=O)NN1CCc2cc3ccc(C)cc3nc21 | -10 | 8 | 0.2 | -8 | 10 | 5 | 1 | 103 | 42
CC(C)CNC(=O)COC(=O)c1cc(Cl)cc(Cl)c1N | -13 | 6 | -0.9 | -4 | 4 | 4 | 5 | 98 | 13
Cc1nonc1C1CCCN1C(=O)c1cc(COc2ccc(F)cc2F)on1 (stereo unspecified) | -12 | -1 | -0.1 | -9 | -6 | -8 | -3 | 96 | 40
COc1ccc(N2C(=O)C3C(C2=O)C(C(=O)c2ccc(Cl)cc2)N2CCCC32)cc1 (stereo unspecified) | -16 | -15 | 18 | -5 | 3 | -3 | 9 | 96 | -86
Cc1ccc(CN2CCN(CC(=O)O)C2=O)cc1 | -3 | 2 | 0.0 | 3 | 1 | 3 | 2 | 100 | -11
COc1ccc(C2C(C(=O)c3cccs3)=C(O)C(=O)N2c2cccc(C)n2)cc1 (stereo unspecified) | 5 | 2 | -0.1 | 5 | 9 | -8 | 8 | 107 | 11
CC1CCCCN1S(=O)(=O)c1ccc(C(=O)N(CCCN(C)C)c2nc3cc4c(cc3s2)OCO4)cc1 (stereo unspecified) | -20 | 5 | 2.1 | -1 | -3 | 0 | -1 | 103 | 8
Clc1ccc(-c2nnc(-c3ccc(Br)cc3)c(N3CCSCC3)n2)cc1 | -4 | 2 | -1.7 | -4 | 1 | -15 | 2 | 99 | 58
CCOc1ccc(/C(=N\O)C(C)NO)cc1 (stereo unspecified) | 19 | 4 | -0.5 | 0 | 0 | -14 | 0 | 95 | 7
O=C(CNCc1ccccc1Cl)NCc1ccco1 | 36 | 3 | 0.1 | -7 | 10 | -1 | -6 | 109 | 39
O=C1CC(/C=C/c2ccc(Cl)cc2)=Nc2ccccc2N1 | -78 | -4 | 32 | -4 | -4 | -9 | -4 | 103 | 16
COc1ccc(CCNC(=O)CCCn2c(=S)[nH]c3ccsc3c2=O)cc1OC | -13 | . | 3.4 | 1 | 5 | . | . | . | .
CCN(Cc1ccccc1)C(=O)COc1ccccc1 | -8 | 2 | 3.1 | 8 | 3 | -9 | 3 | 104 | 41
C=CCC(O)c1c(-c2ccccc2)nn(C)c1Cl (stereo unspecified) | -11 | 4 | -2.1 | -3 | 5 | -1 | 2 | 101 | 12
COC(=O)c1ccc(-c2nn(C)c(=O)c3ccccc23)cc1 | 10 | 4 | -1.7 | 0 | -2 | -22 | -1 | 96 | -10
CN(C)c1ncnc2c1ncn2C1CCCCO1 (stereo unspecified) | 7 | 5 | 4.0 | -3 | 3 | . | . | . | .
CCOC(=O)N1CCN(C(=O)CN(c2cccc(OC)c2)S(C)(=O)=O)CC1 | 6 | 6 | 0.1 | 2 | -6 | -9 | -18 | 100 | 26
CCOC(=O)N1C(=O)NC(=O)C1c1ccc(OC)cc1 (stereo unspecified) | -8 | -1 | -0.4 | -5 | -4 | . | . | . | .
COc1ccccc1C(=O)NCCC(=O)Nc1ncccc1C | -15 | 6 | 0.9 | -5 | 1 | -4 | -4 | 105 | 15
COc1cc(OC)cc(C(=O)Nc2ccc3nc4n(c(=O)c3c2)CCCC4)c1 | 2 | -7 | 0.1 | -6 | -2 | 0 | 6 | 99 | 40
Cn1c(SCc2ccccc2)nc2c1c(=O)[nH]c(=O)n2C | -9 | -6 | -1.6 | -6 | -1 | -8 | 1 | 103 | -11
CC(=O)N(C)c1ccc(NC(=O)c2ccccc2C(=O)O)cc1 | 0 | -1 | 0.1 | -5 | 15 | -51 | -3 | 103 | -12
CCCCn1c(N)c(N(CC)C(=O)C2COc3ccccc3O2)c(=O)[nH]c1=O (stereo unspecified) | 11 | 1 | 4.6 | -3 | 1 | . | . | . | .
O=C(OCC(=O)N1CCCCC1)c1n[nH]c(=O)c2ccccc12 | 1 | 3 | -1.0 | 1 | 1 | . | . | . | .
C=CCn1cc(Cl)cc(C(=O)Nc2ccccc2)c1=O | -8 | -1 | 0.7 | -12 | 5 | 1 | 6 | 99 | 18
COc1ccc(-c2nc3ccc(C)cn3c2NCc2ccc3c(c2)OCO3)cc1 | -4 | -3 | 0.7 | -3 | -5 | -21 | 6 | 101 | -10
O=C(c1ccccc1)N1CCn2c(nc3ccccc32)C1 | -5 | 4 | 1.0 | -3 | 1 | -11 | -2 | 99 | 3
CCN1C(=O)N/C(=C/c2ccc(C)o2)C1=O | 13 | -2 | 1.4 | 0 | 7 | -6 | -1 | 93 | -9

Screening results deposited in PubChem by several laboratories.
